# Screening data: PubChem, National Center for Advancing Translational Sciences (NCATS)
# Nrf2 ARE act: qHTS of Nrf2 Activators; AREc32 ARE-luciferase reporter (MCF7-derived line), luminescence, 24 h; Potency, µM (doses to about 46.1 µM), without a hit: at the top dose activation, most hits filed as activators; 410,000 tested, 0.31% active; further: % of control where 0% means no effect; nearly all actives have a fitted effect of over 65% in size
#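 AREc32 cells carrying an ARE-driven firefly luciferase reporter were seeded at 1000 cells/well in OPTI-MEM with 5% FBS, then exposed to compound for 24 hr at 37 deg C. Luminescence was read with Steady-Glo after 30 min at RT.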
# ATXN2 expr inh: Primary qHTS for Inhibitors of ATXN expression | 360,000 tested, 0.72% active | HEK-293 ATXN2-luciferase reporter, luminescence, 24 h | Potency, µM (series often up to 57 µM), for the others: at the highest dose activity change, negative = inhibition, actives largely listed as inhibitors | AID 1745845, 2022; further: on the % scale 0 is the no-effect control and ±100 the full control effect; nearly all actives have a fitted effect of over 55% in size
#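 ATXN2-luciferase reporter cells (luciferase flanked by upstream and downstream ATXN2 gene portions) were treated 24 h at 37 °C with compounds at up to 57 uM. SteadyGlo luminescence gave expression; GF-AFC fluorescence gave viability.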
# Nrf2 inh: Nrf2 qHTS screen for inhibitors | 360,000 tested, 2.1% active | Potency, µM (highest dose often 46 µM), for the others: at the highest dose activity change, negative = inhibition, most hits filed as inhibitors | AID 504444, 2011 | A549 ARE-Fluc reporter, luciferase luminescence, 18-24 h; further: on the % scale 0 is the no-effect control and ±100 the full control effect; nearly all actives have a fitted effect of over 60% in size
#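 In this cell-based qHTS, ARE-driven firefly luciferase in A549 cells reports Nrf2 activity; the luminescent signal after BugLite lysis is the measured value, with a prior CellTiter-Fluor read for cell health.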
# EPAC2 antagonist: qHTS for Antagonist of cAMP-regulated guanine nucleotide exchange factor 2 (EPAC2): primary screen; Rap guanine nucleotide exchange factor 4 (Homo sapiens), Q8WZA2; EPAC2 GEF exchange of Rap1B-BODIPY-GDP, fluorescence; Potency, µM (highest dose often 114 µM), inactives show at the top dose activity, negative = inhibition, usual class: inhibitors; 360,000 tested, 0.18% active; AID 720708, 2013; further: on the % scale 0 is the no-effect control and ±100 the full control effect; nearly all actives have a fitted effect of over 45% in size; many of its hits are not listed in these tables
# Target sequence (Q8WZA2 whole entry, looked up): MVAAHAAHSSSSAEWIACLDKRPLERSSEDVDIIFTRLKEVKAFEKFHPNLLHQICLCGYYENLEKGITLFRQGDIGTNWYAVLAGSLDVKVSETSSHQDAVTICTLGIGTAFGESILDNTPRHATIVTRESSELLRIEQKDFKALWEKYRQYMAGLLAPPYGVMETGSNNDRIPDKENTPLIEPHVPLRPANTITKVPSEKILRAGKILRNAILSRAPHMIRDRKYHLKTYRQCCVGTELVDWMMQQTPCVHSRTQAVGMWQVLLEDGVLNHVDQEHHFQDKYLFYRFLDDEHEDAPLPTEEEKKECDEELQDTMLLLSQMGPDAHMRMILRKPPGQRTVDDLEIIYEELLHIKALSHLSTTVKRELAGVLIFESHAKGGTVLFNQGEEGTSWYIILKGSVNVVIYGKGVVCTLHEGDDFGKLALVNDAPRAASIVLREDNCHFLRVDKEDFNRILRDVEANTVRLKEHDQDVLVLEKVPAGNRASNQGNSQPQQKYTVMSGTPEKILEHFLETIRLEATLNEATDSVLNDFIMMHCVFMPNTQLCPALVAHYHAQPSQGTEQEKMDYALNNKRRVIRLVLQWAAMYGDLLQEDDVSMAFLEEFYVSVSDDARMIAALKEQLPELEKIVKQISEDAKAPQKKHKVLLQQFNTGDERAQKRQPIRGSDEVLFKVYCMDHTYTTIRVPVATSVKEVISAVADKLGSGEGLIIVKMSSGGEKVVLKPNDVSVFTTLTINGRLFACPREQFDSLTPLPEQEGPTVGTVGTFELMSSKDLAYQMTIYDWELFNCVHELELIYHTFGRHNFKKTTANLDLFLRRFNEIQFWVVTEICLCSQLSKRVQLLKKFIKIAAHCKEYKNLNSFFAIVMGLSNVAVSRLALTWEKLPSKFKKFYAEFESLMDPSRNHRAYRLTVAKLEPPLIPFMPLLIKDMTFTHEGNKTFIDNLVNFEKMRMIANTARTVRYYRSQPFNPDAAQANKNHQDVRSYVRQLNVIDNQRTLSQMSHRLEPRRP
# MCF10A rerep: A quantitative high throughput screen for small molecules that induce DNA re-replication in MCF 10a normal breast cells. MCF 10A DNA re-replication, Hoechst nuclear intensity, 48 h. Potency, µM (top dose mostly 46.1 µM), inactives show at the highest dose activity, positive = re-replication, actives largely listed as activators. 350,000 tested, 2.9% active; further: % of control where 0% means no effect; nearly all actives have a fitted effect of over 50% in size
# S2 tox: Viability Counterscreen for Primary qHTS for Inhibitors of ATXN expression. Potency, µM (top dose mostly 56.7 µM), hits mostly cytotoxic. 400,000 tested, 0.49% active. AID 651635, 2014. S2 cells (HEK-293 line with an ATXN2-luciferase reporter) viability, CellTiter-Fluor protease fluorescence, 24 h; further: nearly all actives have a fitted effect of over 40% in size
# HepG2 viability: qHTS for Inhibitors of TGF-b: Cytotox Counterscreen; 410,000 tested, 0.76% active; Potency, µM (doses to about 46.1 µM), for inactives: top-dose activity change, negative = cytotoxicity, actives largely listed as cytotoxic; AID 588856, 2011; HepG2 CAGA-GFP viability, ATP luminescence, 18 h; further: some results filed as inactive show a strong effect at the top dose
#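 CellTiter-Glo luminescence gave cytotoxicity after 18 hours at 37 degrees C. The cells were HepG2 CAGA-GFP in 1% FBS DMEM, stimulated with 500 pg/mL TGF-beta after compound addition. %Activity was normalised to no-cell wells (complete cell-killing) and DMSO (no toxicity), and curves were fitted and classified.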
# A549 viability: Nrf2 qHTS screen for inhibitors: counterscreen for cytotoxicity. Potency, µM (series often up to 46 µM), without a hit: top-dose activity change, negative = cytotoxicity, usual class: inhibitors. A549 ARE-Fluc cells, CellTiter-Fluor viability, 18-24 h. 390,000 tested, 0.16% active; further: on the % scale 0 is the no-effect control and ±100 the full control effect
#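 A549 ARE-Fluc cells in 5% FBS OPTI-MEM, 5000 cells/well, rested 2 h then exposed to compounds in concentration-response for 18-24 h at 37 °C. Viability by CellTiter-Fluor fluorescence (Ex 405/Em 525) after 30 min; luciferase luminescence (BugLite, 15 min, RT) read afterwards.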
# TGFb SMAD3 inh: qHTS for Inhibitors of TGF-b; AID 588855, 2011; HepG2 CAGA-GFP TGF-b/SMAD3 reporter, GFP fluorescence, 18 h; TGF-beta stimulated, 500 pg/mL final; 410,000 tested, 1.2% active; Potency, µM (highest dose often 46.1 µM), inactives show top-dose activity, negative = inhibition, hits mostly inhibitors; further: on the % scale 0 is the no-effect control and ±100 the full control effect; nearly all actives have a fitted effect of over 65% in size
#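 Per well, imaged GFP fluorescence of HEPG2 CAGA-GFP cells gives the signal; cells get compound, then TGF-beta (500 pg/mL final), 18 h at 37 degrees C; %Activity versus -TGF-beta and +DMSO controls.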
# * marks the source's active call; other numbers are inactive results; i = inactive; u = inconclusive; x = not tested or not shown; [ ] = dose if it differs, or a comment. The call rests on the fitted dose curve; in most records, active means well fitted curve in the direction sought with a large enough effect; inconclusive means small, poorly fitted or top-dose-only effect, or another doubt; inactive means no such curve, though single readings can be large; an effect the other way counts as inactive or inconclusive. Potency means the concentration at half of the fitted maximal effect.
SMILES,Nrf2 ARE act,ATXN2 expr inh,Nrf2 inh,EPAC2 antagonist,MCF10A rerep,S2 tox,HepG2 viability,A549 viability,TGFb SMAD3 inh
COCC1CCCN(C(=O)c2ccc(OC3CCN(Cc4ccccn4)CC3)cc2)C1 (stereo not drawn),-0.2%,1%,11%,-2%,7%,i,-5%,1%,0%
CN1C(=O)C(O)(CC(=O)c2cccs2)c2ccccc21 (stereo not drawn),-0.6%,9%,-9%,1%,-1%,i,-3%,0%,4%
OC1CCCN(c2c3c(nc4cc(-c5cccc(F)c5)nn24)CCCC3)C1 (stereo not drawn),6.1%,x,u,u,27%,i,3%,u,-19%
CC(C)(C)NC(=O)C(c1ccc(O)cc1)N(C(=O)Cn1nnc(-c2ccc(F)cc2)n1)c1ccccc1F (stereo not drawn),-0.6%,-23%,-29%,-11%,19%,u,-32%,0%,-21%
Cc1csc2ncc(C(=O)Nc3cccc(C(F)(F)F)c3)c(=O)n12,u,5%,u,3%,-4%,i,-6%,0%,8%
O=c1ccc2cc(S(=O)(=O)N3CCN(c4ccc(Cl)cc4)CC3)ccc2o1,-0.4%,-17%,-1%,14%,22%,i,6%,9%,-1%
O=C(CN1C(=O)NC2(CCCC2)C1=O)OCc1cc(=O)n2cc(Br)ccc2n1,0.0%,2%,14%,8%,-3%,i,-1%,4%,22%
Cc1ccc(NC2CCCN(C(=O)CSc3ccncc3)C2)cc1C (stereo not drawn),-0.3%,-10%,-8%,-3%,4%,i,-2%,0%,-1%
CCCCn1c(N)c(N(CCOC)C(=O)c2oc3ccc(Br)cc3c2C)c(=O)[nH]c1=O,-0.7%,-16%,-24%,5%,20%,u,-77%,-15%,0%
CC(C)Oc1ccc(CN2CCC(n3nccc3NC(=O)C3CC3)CC2)cc1,-0.6%,6%,12%,12%,-7%,i,-7%,-1%,-12%
Cc1ccc(C(=O)N2CCN(S(=O)(=O)c3ccccc3[N+](=O)[O-])CC2)o1,3.9%,x,-7%,17%,0%,i,13%,1%,-11%
CCC1(CC)NC(=O)N(CC(=O)N2CCN(S(=O)(=O)c3cccc(F)c3)CC2)C1=O,0.0%,-7%,5%,5%,-1%,u,-17%,-1%,-12%
CC(=O)NCc1ccc(C(=O)CN2C(=O)NC3(CCCCC3C)C2=O)s1 (stereo not drawn),0.0%,5%,7%,0%,7%,i,7%,-4%,-8%
C=CCSc1[nH]c(=O)cc(C)c1C(N)=O,-1.0%,-10%,-18%,-6%[57.1 µM],1%,i,2%,3%,-2%
O=C(OCC(=O)c1ccc(Cl)s1)c1cncc(Br)c1,0.0%,x,2%,5%,7%,i,-7%,-5%,5%
COc1ccc(N(C)C(=O)c2ccc3nc(-c4ccccc4)c(-c4ccccc4)nc3c2)cc1,3.2%,-6%,u,-2%,u,i,5%,-8%,-25%
O=C(CSC1=Nc2ccccc2C2=NC(Cc3ccccc3)C(=O)N12)Nc1ccccc1F (stereo not drawn),4.7%,139%[activator],x,x,x,i,-31%,2%,6%
CCCCNC(=O)CSc1nnc(NC(C)=O)s1,0.3%,2%,14%,-1%[57.1 µM],-8%,i,0%,-3%,8%
Cc1cccc(C)c1NC(=O)CNC(=O)c1ccc(N2CCOCC2)c([N+](=O)[O-])c1,-1.9%,x,x,9%,x,i,-2%,x,-4%
COc1cccc(CN(C)C(=O)c2ccc(S(=O)(=O)Nc3cccc(C)c3C)cc2)c1OC,2.8%,x,x,4%,x,u,-25%,x,-14%
COc1cc(Cl)ccc1OCc1cc(C(=O)N[C@H]2CCCCNC2=O)no1,2.4%,46%[activator],u,2%,-1%,i,-1%,-1%,16%
CCC1CCCCN1C(=O)CCCOc1ccccc1 (stereo not drawn),-0.2%,63%[activator],u,-1%,u,i,-1%,-1%,0%
Cc1cccc(CS(=O)(=O)c2nnc([C@H](Cc3ccccc3)NC(=O)OC(C)(C)C)o2)c1,u,7.9µM*,x,-8%,3.3µM*,8.9µM*,-101%,-1%,u
Cc1nc(N2CCN(S(=O)(=O)c3ccc(F)cc3)CC2)c2c(-c3cccs3)csc2n1,-0.2%,-18%,16µM*,-1%,16%,i,0%,5%,10%
O=C(O)CCc1nc2cc(C(F)(F)F)ccc2n(Cc2ccccc2)c1=O,-0.6%,-17%,-25%,-13%,0%,i,5%,0%,0%

# Random excerpt: 4 records from the list.
SMILES,Nrf2 ARE act,ATXN2 expr inh,Nrf2 inh,EPAC2 antagonist,MCF10A rerep,S2 tox,HepG2 viability,A549 viability,TGFb SMAD3 inh
COc1ccc(N(C)C(=O)c2ccc3nc(-c4ccccc4)c(-c4ccccc4)nc3c2)cc1,3.2%,-6%,u,-2%,u,i,5%,-8%,-25%
COc1cccc(CN(C)C(=O)c2ccc(S(=O)(=O)Nc3cccc(C)c3C)cc2)c1OC,2.8%,x,x,4%,x,u,-25%,x,-14%
Cc1cccc(C)c1NC(=O)CNC(=O)c1ccc(N2CCOCC2)c([N+](=O)[O-])c1,-1.9%,x,x,9%,x,i,-2%,x,-4%
O=C(O)CCc1nc2cc(C(F)(F)F)ccc2n(Cc2ccccc2)c1=O,-0.6%,-17%,-25%,-13%,0%,i,5%,0%,0%

# (listing goes on)
SMILES,Nrf2 ARE act,ATXN2 expr inh,Nrf2 inh,EPAC2 antagonist,MCF10A rerep,S2 tox,HepG2 viability,A549 viability,TGFb SMAD3 inh
COc1cccc(C(=O)Nc2ccccc2)c1,3.2%,46%[activator],u,10%,-2%,u,-22%,-8%,2%
CCNc1nc(NCC)nc(NS(=O)(=O)c2ccc(N)cc2)n1,-0.5%,2%,-22%,-3%,-1%,i,-1%,-5%,32%[activator]
COCCn1c(SCc2nc3scc(-c4ccc(Cl)cc4)c3c(=O)[nH]2)nnc1-c1cccc(C)c1,0.2%,-23%,u,-1%,u,u,-25%,-6%,10µM*
C=CCn1cnc2c(sc3nc(C)cc(C)c32)c1=O,4.7%,x,8%,-10%,4%,u,18%,14%,23%
Cc1ccc(S(=O)(=O)N2CCN(C(=O)COC(=O)c3oc4ccccc4c3C)CC2)cc1,0.3%,-3%,-13%,1%,-30%[inhibitor],i,18%,-3%,1%
CCN1CCCC1CN(Cc1cc2ccc(C)cc2[nH]c1=O)C(=S)Nc1ccccc1C(=O)OC (stereo not drawn),4.3%,-15%,u,-12%,u,i,-24%,8%,-5%
CC(C)(C)c1ccc(S(=O)(=O)N2CCN(Cc3cc4c(cc3O)OCO4)CC2)cc1,6.1%,11%,5%,13%,3%,i,-13%,2%,u
O=C1[C@H]2[C@@H](c3ccc(F)cc3)N3C(=O)N(c4cccc(F)c4)C(=O)[C@@]3(Cc3ccc(Cl)cc3)[C@H]2C(=O)N1C1CCCCC1,1.3%,10%,1%,16%,u,i,1%,4%,3%
COc1cc2c(cc1OC)CN(C(=O)COc1ccccc1[N+](=O)[O-])CC2,-0.6%,23%,u,-12%,12%,i,-2%,0%,7%
CCOC(=O)c1ccc(NC(=O)CSc2nnnn2C2CCCCC2)cc1,-0.7%,0%,4%,9%,1%,i,-1%,9%,-19%
CCSC1=N/C(=C\c2ccccc2)C(=O)N1,11%,4%,17%,0%,7%,i,-20%,0%,8%
Cc1ccc(S(=O)(=O)N(C)CC(=O)N2CCCc3ccccc32)cc1,-0.3%,2%,-24%,1%,5%,i,-8%,8%,7%
CCN(CC)Cc1c(O)ccc2c([N+](=O)[O-])c(C)n(-c3ccc(OC)cc3)c12,4.5%,-23%,x,-2%,7%,i,0%,-16%,-6%
CCSc1nc2ccccc2c(OCc2cc(C(=O)OC)ccc2OC)c1C(=O)OC,1.6%,-21%,0%,x,x,i,-22%,1%,-22%
COc1ccc(OC)c(S(=O)(=O)Nc2c(C)n(C)n(-c3ccccc3)c2=O)c1,0.0%,-21%,-25%,-3%,2%,i,-1%,-7%,0%
COc1ccc(NC(C)=O)cc1S(=O)(=O)NCCc1ccccn1,0.2%,-2%,2%,-1%,-6%,i,-14%,4%,3%
Cc1cc(C)cc(N(C(=O)c2csnn2)C(C(=O)NC2CCCCC2)c2ccncc2)c1 (stereo not drawn),-0.4%,4%,17%,4%,1%,i,7%,8%,17%
Cc1ccc(-c2cnc(-c3ccccc3C(=O)O)o2)cc1,0.1%,19%,16%,-4%,0%,i,5%,1%,0%
O=C(N/N=C/c1ccsc1)c1cc2ccccc2o1,0.3%,x,9%,-1%,-13%,i,5%,-4%,5%
NC(=S)N=Nc1c(O)n(CCCl)c2ccccc12,4.1%,-23%,-6%,-3%,5%,i,-20%,-5%,-28%
O=C(N/N=C/c1ccccc1Cl)C1CC1,2.5%,9%,-8%,5%,-1%,i,5%,2%,-2%
COCCNC(=O)NC(=O)COC(=O)C1(c2ccc(Cl)cc2)CC1,-0.4%,-3%,6%,6%,-17%,i,8%,1%,-7%
CN1CCN(C(=O)C2CCN(S(=O)(=O)c3ccc(F)cc3)CC2)CC1,-0.1%,4%,1%,4%,11%,i,1%,3%,-13%
O=C(NCCc1c[nH]c2ccccc12)C(F)(F)F,4.9%,5%,x,0%,-3%,i,-7%,2%,7%
CCCC(c1nnnn1CC1CCCO1)N1CCN(c2nc3ccccc3s2)CC1 (stereo not drawn),-0.7%,-5%,-15%,-5%,6%,i,-2%,-3%,-1%
CCN1CNC(=S)N(c2ccccc2C)C1,-0.8%,x,-17%,-4%,-1%,x,-11%,0%,-4%
O=C1N[C@@H](Cc2c[nH]c3ccccc23)COC(=O)[C@@H](Cc2ccc(F)cc2)C/C=C\C[C@H]1CC(=O)N(CCO)Cc1ccccc1,-6.0%,u,u,-7%,u,x,-17%,u,u
Nn1c(SCc2ccc(F)cc2)nnc1-c1ccncc1,-0.3%,9%,7%,-20%,-2%,i,2%,2%,8%
O=C(NCc1cccs1)C12CC3CC(CC(C3)C1)C2,0.7%,10%,4%,13%,u,i,-62%,4%,0%
O=C(O)CN1C(=O)/C(=C\C(Br)=C\c2ccccc2)SC1=S,u,u,-5%,u,12%,u,-18%,-18%,u

# This is a subset; rates above refer to the full screens.
